NadD block = blocks S. aureus nicotinate mononucleotide adenylyltransferase; purified NadD enzyme, colorimetric absorbance read-out; inhibition, % at 20 µM; 360,000 tested, 0.78% active; in the data active = inhibition above about 26%; also: some compounds past the cut are filed as inactive
CendR NRP1 mod = alters CendR peptide binding to human NRP-1 | O14786 | 360,000 tested, 0.85% active | FAM-RPARPAR peptide binding to NRP-1, fluorescence polarization | inhibition, % at 25 µM;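 active = inhibition or corrected inhibition above about 18%, plus a signal ratio from 0.5 to 1.5, limit read from the data, passing the limit was not always enough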; also: strong numbers were not always called active
SKN-1 block = blocks SKN-1 activity in C. elegans; C. elegans VP596 Pgst-4::GFP/RFP ratio, acrylamide-induced, 24 h; inhibition, % at 21.8 µM; 360,000 tested, 0.49% active; AID 624304;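 active = interference check ratio from 0.5 to 1.5 plus GFP to RFP signal ratio inhibition reaching or exceeding a fixed threshold, cut at about 30% in these data, passing the limit was not always enough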; also: some compounds called inactive have numbers as strong as hits
DNMT1 inh = DNMT1 (human) enzyme inhibition | P26358 | 360,000 tested, 0.83% active | DNMT1 molecular beacon, Hinp1I cleavage, fluorescence | inhibition (reported as % activation of signal), % at 10 µM; in the data active = inhibition above about 50%
Target sequence (P26358 504-1616 limits assumed): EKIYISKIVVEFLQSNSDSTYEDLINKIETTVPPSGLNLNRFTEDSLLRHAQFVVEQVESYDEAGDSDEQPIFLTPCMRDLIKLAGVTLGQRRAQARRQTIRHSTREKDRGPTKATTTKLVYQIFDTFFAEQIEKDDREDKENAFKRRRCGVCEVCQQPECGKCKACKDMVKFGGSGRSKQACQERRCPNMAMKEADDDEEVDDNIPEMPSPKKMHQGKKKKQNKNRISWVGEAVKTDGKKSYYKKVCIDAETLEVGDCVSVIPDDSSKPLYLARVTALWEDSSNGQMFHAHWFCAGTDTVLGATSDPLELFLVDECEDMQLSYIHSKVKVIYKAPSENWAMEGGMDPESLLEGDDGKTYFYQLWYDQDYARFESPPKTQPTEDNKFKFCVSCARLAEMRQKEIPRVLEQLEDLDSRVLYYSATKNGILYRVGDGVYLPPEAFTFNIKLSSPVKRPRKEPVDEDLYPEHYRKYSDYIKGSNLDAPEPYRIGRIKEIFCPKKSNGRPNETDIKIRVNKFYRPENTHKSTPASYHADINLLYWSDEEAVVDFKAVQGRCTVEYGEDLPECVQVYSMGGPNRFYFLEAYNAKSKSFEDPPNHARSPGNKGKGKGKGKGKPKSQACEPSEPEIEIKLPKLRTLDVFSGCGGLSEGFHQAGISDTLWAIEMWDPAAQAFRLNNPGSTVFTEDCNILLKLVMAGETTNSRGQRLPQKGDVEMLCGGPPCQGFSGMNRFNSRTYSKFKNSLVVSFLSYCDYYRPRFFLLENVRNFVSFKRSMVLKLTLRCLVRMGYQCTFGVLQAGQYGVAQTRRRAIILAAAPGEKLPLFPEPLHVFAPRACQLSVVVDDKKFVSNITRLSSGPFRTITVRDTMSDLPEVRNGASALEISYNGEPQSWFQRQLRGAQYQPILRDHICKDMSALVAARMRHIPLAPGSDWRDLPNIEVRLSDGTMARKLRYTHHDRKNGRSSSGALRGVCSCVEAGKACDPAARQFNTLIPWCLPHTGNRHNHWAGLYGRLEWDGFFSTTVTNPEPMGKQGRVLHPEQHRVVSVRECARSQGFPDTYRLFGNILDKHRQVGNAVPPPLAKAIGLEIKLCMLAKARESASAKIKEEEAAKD
Scp-1 inhibitor = Scp-1 (human) phosphatase inhibition. Q9GZU7. Recombinant Scp1, phosphopeptide, malachite green phosphate absorbance. inhibition, % at 20 µM. 340,000 tested, 0.88% active;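 active = inhibition above about 50% at 20 µM, limit read from the data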;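 also: plate controls were DMSO wells with enzyme for no effect and wells lacking enzyme for full effect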
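System: SCP-1 catalytic domain; Reagent: Phospho 17-mer peptide substrate; Doses: one concentration, 20 µM, with 1.0% DMSO; Incubation: 45 min room-temperature reaction, 5 min colour, 30 min stabiliser; Signal: Phosphate-binding colour reagent, absorbance read at 630 nm.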
STEP block = STEP (human) phosphatase inhibition. P54829. recombinant STEP, OMFP fluorogenic substrate, fluorescence. inhibition, % at 20 µM. 360,000 tested, 0.25% active. AID 588621;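 active = inhibition at 20 µM, scaled per plate between control wells, above about 37%, limit read from the data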;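 also: 0% = DMSO with enzyme and substrate and 100% = substrate only without enzyme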
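Measure: Control-normalized % inhibition with plate pattern correction | Test system: STEP phosphatase, cell-free reaction | Medium: pH 6.0 Bis-Tris with DTT and Tween 20 | Technique: Fluorescence, 480/540 nm | Times: Reaction 20 min, ambient temperature | Doses: Single compound dose of 20 µM, 1% DMSO final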
Neddyl block = inhibitors of human cullin neddylation | P61081+Q13564 | TR-FRET cullin neddylation, biochemical | calls only at 25 µM | 360,000 tested, 0.58% active; in the data active = inhibition above about 36%
SUMO1 PPI mod = alters human SUMO1 binding to SIM partners. AID 602429. 360,000 tested, 0.33% active. P63165. inhibition, % at 20 µM. SUMO1 binding to a labelled peptide, TR-FRET, 1 h; in the data active = inhibition above about 37%
LMPTP inh = LMPTP (human) inhibition; P24666; recombinant LMPTP-A, OMFP fluorogenic substrate, fluorescence intensity; inhibition, % at 20 µM; 360,000 tested, 0.22% active; AID 651560;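 active = compounds that cut the enzyme signal by at least half of the control window in the single-dose screen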;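 also: plate controls were DMSO wells with enzyme plus substrate for no effect and substrate without enzyme for full effect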
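Assay system: LMPTP-A enzyme. Input: 0.625 nM LMPTP-A final. Probe or stimulus: 400 µM OMFP. Compound dosing: single 20 µM dose. Schedule: 50 min dark incubation at room temperature. Detection: fluorescence intensity of OMFP turnover product. Read-out: percent inhibition versus substrate-only and uninhibited controls. Benchmarks: no-enzyme low control, uninhibited high control.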
TbMetRS inhib = Trypanosoma brucei MetRS inhibition | purified T. brucei MetRS, ATP depletion, Kinase-Glo luminescence | inhibition, % at 11.9 µM | 360,000 tested, 0.4% active | AID 624268;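 active = inhibition above a per-plate cutoff of the control wells' mean inhibition plus 3 SD, cut at about 5.5% in these data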;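 also: 0% = DMSO wells median and 100% = median of wells with control inhibitor compound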
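Measured by: Kinase-Glo luciferase luminescence reporting remaining unconsumed ATP. Material: purified T. brucei MetRS enzyme. Doses: 11.9 µM compound single dose, 0.9% DMSO. Medium: HEPES buffer containing pyrophosphatase, BSA, spermine, DTT. Times: 15 min preincubation, 2 h reaction, all 25 °C. Reagent: methionine, ATP and bulk E. coli tRNA.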
* hit, by the source's call; i = inactive; . = no result given.

SMILES	NadD block	CendR NRP1 mod	SKN-1 block	DNMT1 inh	Scp-1 inhibitor	STEP block	Neddyl block	SUMO1 PPI mod	LMPTP inh	TbMetRS inhib
COc1ccc(CNC(=O)COC(=O)CCOc2ccccc2)cc1	-3	0	-2	0	-17	1	i	-4	-1.1	-0.3
CC(C)NC(=S)N/N=C1\CCCCc2ccccc21	-1	9	6	1	-3	-3	i	-1	0.1	-1.1
O=C(CCNS(=O)(=O)c1ccc(Cl)cc1)NCc1ccccn1	-4	2	-4	1	-6	-1	i	1	-0.9	-0.9
Cc1ccc(NC(=O)CSc2nnc(-c3ccccn3)n2C)cc1	6	2	-14	3	0	2	i	0	-1.3	-0.5
COc1ccc(C2=NN(C(=O)c3ccccc3)C(c3ccc(OC)c(OC)c3)C2)c(OC(C)=O)c1 (stereo unspecified)	-5	0	16	3	.	-2	i	-8	0.0	0.0
CSc1nc2ccc(S(N)(=O)=O)cc2s1	1	6	-6	0	-2	0	i	-1	-1.2	-1.4
C=CC[C@@H](CC(=O)NCCO)C(=O)N[C@H](COC(=O)[C@@H](CC=C)Cc1ccc(F)cc1)Cc1c[nH]c2ccccc12	-6	1	-2	-3	-4	-2	i	7	0.6	-0.4
COc1cccc(C(=O)OCC(=O)NC23CC4CC(CC(C4)C2)C3)c1	-5	8	5	1	-5	0	i	0	0.1	-0.2
O=C(NCC(c1cccnc1)N1CCN(c2ccc(F)cc2)CC1)c1ccccc1 (stereo unspecified)	-2	4	-4	1	0	-3	i	2	-0.5	0.1
C/C=C/C(=O)Nc1cccc(C2=NOC3(C2)C[C@@H](C(N)=O)N(C(=O)/C(C)=C/C)C3)c1 (stereo partly specified)	-4	8	9	7	-2	0	i	-2	-1.1	-0.2
CCOc1ccc(-n2c(SCc3nc(-c4cccs4)no3)nnc2-c2ccncc2)cc1	0	-10	14	1	3	2	i	0	0.3	-0.2
COc1ccc(CN(C(=O)c2cnccn2)C(C(=O)NC(C)(C)C)c2cc(OC)c(OC)c(OC)c2)cc1 (stereo unspecified)	0	-9	-15	1	8	-1	i	-7	-1.5	-2.0
CCOc1ccccc1-c1cc(C(=O)Nc2ccc(C(=O)O)cc2)c2ccccc2n1	10	9	15	0	4	-1	i	-5	6.4	-1.3
COc1ccc(NC(=O)c2nc[nH]c2C(=O)N[C@@H](C)C(=O)OC(C)(C)C)cc1	2	15	-17	3	0	-1	i	8	0.8	-0.4
CN(CC(=O)Nc1ccccc1Cl)C(=O)C1CCN(C(=O)c2ccc(F)cc2)CC1	2	-1	7	-1	-9	-3	i	-11	-9.4	0.1
NS(=O)(=O)c1cccc(NC(=O)c2cccnc2Oc2ccccc2)c1	-6	11	-9	-2	4	2	i	4	-1.4	0.1
O=C(Cc1ccccc1)Nc1nc(-c2ccc(F)c(F)c2)cs1	1	4	18	-5	-10	-1	i	6	2.5	-0.1
CCCCCCC(O)(c1ccc(OC)cc1)C(CN1CCOCC1)c1ccccc1 (stereo unspecified)	-3	5	7	-7	13	1	i	0	3.2	-1.3
CCOc1ccc(N(C(=O)c2ccc3c(c2)OCO3)C2C=CS(=O)(=O)C2)cc1 (stereo unspecified)	-5	8	6	2	-9	-2	i	8	0.7	-0.3
O=C(CN1CCN(c2nc(-c3ccc(F)cc3)cs2)CC1)Nc1ccc2c(c1)OCO2	7	0	10	-10	-1	2	i	-1	2.8	-0.7
O=C(Nc1ccc(C(F)(F)F)cc1)c1ccccc1-n1cnnn1	2	8	-3	1	-4	0	i	-4	-0.9	-0.3
C[C@H]1CN([C@@H](C)CO)C(=O)c2cc(Br)cnc2O[C@H]1CN(C)C(=O)c1ccccn1	-3	-8	-12	8	.	-3	i	2	-2.1	0.7
c1ccc(Cc2noc(CN3CCCC(CN4CCOCC4)C3)n2)cc1 (stereo unspecified)	-6	3	-18	1	-1	0	i	-5	-1.3	-0.3
CCCC1=Nc2cc(C(=O)NCCN3CCOCC3)ccc2Sc2ccccc21	-2	-6	-12	-4	-2	0	i	-1	-0.5	-0.7
COc1ccc(Cl)cc1C(=O)NNC(=O)c1cc2ccccc2o1	0	-9	1	2	-5	2	i	4	-0.6	0.0
Cc1ccc(C)c(S(=O)(=O)NC(CCC(N)=O)C(=O)O)c1 (stereo unspecified)	-4	4	8	2	19	-1	i	1	0.3	-0.1
O=S(=O)(Nc1ncccn1)c1ccc(Cl)cc1	-3	3	-9	3	-7	-2	i	1	-0.4	-0.7
COc1ccc2c(c1)CC/C(=C/c1ccccn1)C2=O	4	5	-17	2	0	0	i	-27	-0.2	0.9
CC1(C(=O)NCc2ccccc2)Cc2c(-c3ccc(C(N)=O)cc3)ccnc2O1 (stereo unspecified)	-6	-1	-20	1	.	-1	i	1	-1.6	-0.2
Cn1c(=O)oc2cc(S(=O)(=O)NCCC(=O)NCc3ccccc3Cl)ccc21	-7	11	-6	0	-1	-2	i	1	-1.2	0.1
O=C(CN1C(=O)NC2(CCCC2)C1=O)NCc1ccccc1	5	3	8	3	11	0	i	0	-1.0	0.4
Cn1c(N)c(C(=O)COC(=O)[C@H](Cc2ccccc2)N2C(=O)c3ccccc3C2=O)c(=O)n(C)c1=O	-2	4	-11	-6	-13	-3	i	9	-0.5	0.7
CN(C(=O)CSc1nnn(C)n1)c1ccccc1	-4	12	7	3	-10	0	i	3	-2.5	0.0
O=C(COC(=O)c1ccc(Cl)nc1)Nc1ccc(S(=O)(=O)N2CCCC2)cc1	-3	4	0	-2	-6	1	i	-5	-1.2	-0.1
N#Cc1ccc(-c2csc(NC(=O)/C=C/c3cccs3)n2)cc1	11	4	4	12	-5	-2	.	-4	1.1	-1.2
CCCCOc1ccc(C(=O)N/C(=C\c2cccc([N+](=O)[O-])c2)C(=O)OCCC)cc1	4	-1	2	-1	-11	1	i	1	0.1	-0.4
O=C(CNC(=O)c1ccccc1)OCC(=O)c1ccc(Cl)s1	-3	6	-4	2	0	-1	i	-12	-0.7	-0.2
Cc1ccc(-n2c(C)c3c(C)nnc(C)c3c2C)cc1N	-4	-6	-2	-3	-1	4	i	-11	7.6	0.6
O=C(CSc1nc(=O)n2cc(Cl)ccc2n1)Nc1ccc2c(c1)OCCO2	2	-62	10	8	22	-2	i	-4	0.6	-0.1
COc1ccc(C(=O)Nc2ccccc2C(=O)NCCN2CCOCC2)cc1OC	-1	12	8	0	1	-2	i	-1	-0.5	0.1
O=C(CN1CCN(Cc2ccccc2)CC1)Nc1cccc(C(F)(F)F)c1	-5	-9	-7	3	-5	-1	i	0	-0.2	-1.8
CCOC(=O)c1c(C)c(C(=O)NCc2ccc3c(c2)OCO3)c(C)n1CC	-1	3	4	2	0	3	i	1	-1.0	-0.2
CCOc1ccc(C(C)=O)cc1COC(=O)CN1C(=O)NC2(CCCC2)C1=O	-4	-9	3	11	-8	0	i	2	0.7	0.8
CN(CCN1CCc2ccccc2C1)Cc1nc(Cc2ccccc2F)no1	-8	2	-5	1	1	-2	i	6	-0.2	0.8
O=c1nc2s/c(=C\c3ccco3)c(=O)n2nc1Cc1ccc(F)cc1	2	-2	-3	3	77*	-1	i	1	0.1	-1.1

Full records, quoted from the list. Screens in order: NadD block | CendR NRP1 mod | SKN-1 block | DNMT1 inh | Scp-1 inhibitor | STEP block | Neddyl block | SUMO1 PPI mod | LMPTP inh | TbMetRS inhib
`CCOc1ccc(C(C)=O)cc1COC(=O)CN1C(=O)NC2(CCCC2)C1=O` across the screens: -4 | -9 | 3 | 11 | -8 | 0 | i | 2 | 0.7 | 0.8
`Cn1c(N)c(C(=O)COC(=O)[C@H](Cc2ccccc2)N2C(=O)c3ccccc3C2=O)c(=O)n(C)c1=O` across the screens: -2 | 4 | -11 | -6 | -13 | -3 | i | 9 | -0.5 | 0.7
`O=C(CNC(=O)c1ccccc1)OCC(=O)c1ccc(Cl)s1` across the screens: -3 | 6 | -4 | 2 | 0 | -1 | i | -12 | -0.7 | -0.2
`CN(CCN1CCc2ccccc2C1)Cc1nc(Cc2ccccc2F)no1` across the screens: -8 | 2 | -5 | 1 | 1 | -2 | i | 6 | -0.2 | 0.8

Other compounds
SMILES	NadD block	CendR NRP1 mod	SKN-1 block	DNMT1 inh	Scp-1 inhibitor	STEP block	Neddyl block	SUMO1 PPI mod	LMPTP inh	TbMetRS inhib
COC(=O)c1ccc(N2CCN(C)CC2)c(NC(=O)c2cccs2)c1	-5	-3	6	1	-5	-1	i	1	-0.3	-0.8
CC1CC(C)CN(CCC(=O)Nc2ccc(Br)cc2)C1 (stereo unspecified)	-11	14	6	0	-7	1	i	-1	0.0	1.1
O=C(CC1CCCCC1)NC1CCCC1	-1	11	-6	8	11	-1	i	-2	-1.6	-3.2
CCOc1ccc(/C(O)=C2\C(=O)C(=O)N(CCN(C)C)C2c2cc(OC)ccc2OC)cc1Cl (stereo unspecified)	3	-6	0	-3	6	-1	i	-3	-2.9	-2.7
CCCCOc1ccccc1C(=O)NCCCC(=O)O	5	-2	13	1	1	0	i	6	-0.9	-0.7
CC1CCCN(C(=O)CN(C)S(=O)(=O)c2cccc3nsnc23)C1 (stereo unspecified)	-4	12	8	-1	-9	-3	i	-9	-2.6	-0.2
O=S1(=O)CC(N2CCSCC2)CN1Cc1cn(Cc2cccc(C(F)(F)F)c2)nn1 (stereo unspecified)	-1	16	5	.	.	.	i	4	-3.0	0.2
O=C(NCC(c1ccco1)N1CCc2ccccc2C1)c1ccc(F)cc1 (stereo unspecified)	-4	6	-1	3	1	-1	i	16	1.6	-0.3
Cc1ccccc1N(Cc1ccccc1F)S(C)(=O)=O	-5	-8	6	-1	-4	0	i	1	-0.4	-0.6
CN(C)C(CNC(=O)CCNC(=O)c1ccc(Br)cc1)c1ccco1 (stereo unspecified)	2	13	6	0	-1	1	i	0	-2.0	-0.5
CCC(CC)C(=O)N1CC(=O)Nc2ccc(C)cc2C1c1ccccc1 (stereo unspecified)	-8	8	-1	1	-13	-2	i	-8	-1.2	-0.1
O=C(Nc1cc(C(=O)N2CCN(c3ccccc3)CC2)ccc1Cl)c1cccs1	-6	-12	-1	-3	-5	-1	i	-5	-0.7	-0.2
CCCC(=O)N1CCCC(c2cc(C(=O)Nc3ccccc3)no2)C1 (stereo unspecified)	-3	0	9	5	.	-3	i	2	0.6	-0.4
